High-throughput results from PubChem.
D2 antagonist: antagonists of human D2 dopamine receptor; P14416; HEK293 TREx D2 cells, calcium flux, dopamine EC80; inhibition, % at 10 µM; AID 485344; hit rate 2% among 340,000; in the data active = inhibition above about 30%; note: 0% is about no effect
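Tetracycline-induced HEK293 T-REx cells expressing D2 force-coupled to calcium signalling were dye-loaded, exposed to compound for 180 s, then challenged with an EC80 of dopamine; calcium flux was followed kinetically for a further 180 s.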
RXFP1 antag: antagonists of human relaxin receptor RXFP1 | HEK293-RXFP1, relaxin-stimulated cAMP HTRF, 30 min; hits give low values | activity change, negative = inhibition, % at 57.5 µM | hit rate 0.59% among 350,000;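 active = activity change of -60% or lower, but not beyond a set lower limit; inconclusive = change between -60% and -40%, or beyond the set limit; inactive = change above -40%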; note: % is set by controls: 0 for no effect and ±100 for the full control effect
Target sequence (Q9HBX9 whole entry, looked up): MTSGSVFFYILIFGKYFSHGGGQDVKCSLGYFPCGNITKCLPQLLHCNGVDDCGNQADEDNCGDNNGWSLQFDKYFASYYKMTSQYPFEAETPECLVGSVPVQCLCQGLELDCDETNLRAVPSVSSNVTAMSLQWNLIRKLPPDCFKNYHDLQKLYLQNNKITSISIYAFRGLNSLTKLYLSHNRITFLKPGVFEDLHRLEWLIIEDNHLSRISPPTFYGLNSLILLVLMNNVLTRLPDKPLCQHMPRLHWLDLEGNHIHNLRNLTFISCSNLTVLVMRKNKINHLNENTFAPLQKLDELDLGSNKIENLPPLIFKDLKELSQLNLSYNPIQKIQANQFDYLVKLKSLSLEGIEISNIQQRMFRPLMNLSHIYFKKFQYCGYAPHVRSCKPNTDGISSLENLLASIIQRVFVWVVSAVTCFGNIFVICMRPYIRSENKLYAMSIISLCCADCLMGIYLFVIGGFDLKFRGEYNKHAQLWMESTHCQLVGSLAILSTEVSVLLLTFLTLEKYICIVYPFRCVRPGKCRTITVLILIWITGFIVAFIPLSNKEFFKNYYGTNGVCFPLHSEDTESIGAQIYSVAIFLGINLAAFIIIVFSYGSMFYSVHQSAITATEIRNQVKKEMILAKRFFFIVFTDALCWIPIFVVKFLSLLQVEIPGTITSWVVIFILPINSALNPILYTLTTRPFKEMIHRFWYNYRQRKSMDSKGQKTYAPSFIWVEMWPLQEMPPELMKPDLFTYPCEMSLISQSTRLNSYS
D2 potentiator: positive allosteric modulators of human D2 dopamine receptor; HEK293 T-REx D2, calcium flux, EC20 dopamine potentiation; AID 485347; potentiation, % at 10 µM; P14416; hit rate 0.34% among 340,000;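 active = potentiation over 3 SD above the plate norm, cut at about 30% in these data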; note: 0% is about no effect
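Tetracycline-induced Hek293 Trex D2 cells, force-coupled to calcium, loaded with no-wash calcium dye. Compound added with 180 s kinetic read for agonism, then EC20 dopamine and a further 180 s read for potentiation.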
TRHR enhancer: TRH receptor (human) allosteric enhancement. P34981. TRHR cells, fluo-8 calcium fluorescence, EC20 TRH enhancement. enhancement, % at 2 µM. hit rate 0.66% among 360,000; in the data active = enhancement above about 30%; note: 0% is about no effect
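Enhancer read-out: after compound pinning and an initial kinetic agonist-mode read, an EC20 of TRH (10 nM final) was injected and fluo-8 calcium signal (Ex 480/Em 530) followed at 1 s/cycle for 100 cycles in TRHR-expressing cells.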
D2 agonist: agonists of human D2 dopamine receptor; HEK293 T-REx D2 cells, calcium flux agonist mode; P14416; AID 485358; activation, % at 2 µM; hit rate 0.53% among 340,000;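 active = activation over 3 SD above normal in the single-dose calcium agonist read, cut at about 30% in these data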; note: 0% is about no effect
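In this primary screen, compounds producing a positive calcium signal within 180 s of addition to tetracycline-induced, force-coupled HEK293 Trex D2 cells are flagged; cells are dye-loaded with a no-wash calcium kit beforehand.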
D1 PAM: human D1 dopamine receptor positive modulation; P21728; HEK293 TREx D1 cells, calcium flux, dopamine EC20 potentiation; potentiation, % at 10 µM; hit rate 0.036% among 360,000; AID 504651; in the data active = potentiation above about 30%; note: 0% is about no effect
D1 ag: human D1 receptor agonism; P21728; HEK293 T-REx D1 cells, calcium flux, agonist mode; activation, % at 2 µM; hit rate 1% among 360,000; AID 504660; note: 0% is about no effect
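Inducible HEK293 T-REx D1 cells, force-coupled to calcium signalling, were plated at 4000 cells/well with tetracycline and held overnight at 30 C. After no-wash calcium dye loading, compound-evoked calcium rise over 180 s flagged agonists.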
D1 antag: human D1 dopamine receptor antagonism; activity change, negative = inhibition, % at 10 µM; hit rate 3.2% among 360,000; P21728; HEK293 TREx D1 cells, calcium flux, dopamine EC80; hits give low values; in the data active = activity change below about -30%; note: % is set by controls: 0 for no effect and ±100 for the full control effect
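Inducible Hek293 Trex D1 cells (tetracycline, overnight, 30 C). Calcium dye 30–90 min RT. Antagonist mode: EC80 dopamine added after 180 s compound read.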
TRHR agonist: activates the human TRH receptor | P34981 | TRHR cells, calcium flux fluo-8, FDSS agonist mode | activation, % at 2 µM | hit rate 0.18% among 360,000 | AID 493084; note: 0% is about no effect
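In this calcium-flux screen, cells bearing human TRHR are dye-loaded with fluo-8, baselined for 10 cycles, then exposed to library compounds; positive kinetic calcium responses during the agonist phase mark hits, with TRH as control.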
* = called active by the depositor; ? = inconclusive; . = not tested or not shown. Cut-off read from the data, not from the text of the source, unless noted: active = activation above about 30%; inactive = the rest.

smiles	D2 antagonist	RXFP1 antag	D2 potentiator	TRHR enhancer	D2 agonist	D1 PAM	D1 ag	D1 antag	TRHR agonist
Cc1nc2nc[nH]n2c(=O)c1NS(C)(=O)=O	-2	10	13	8	0.1	-3	1	-1	0.4
CCOC(=O)C1(CCOc2ccccc2)CCN(Cc2cccc3c2OCO3)CC1	-2	-21	-16	-3	-1.2	-5	5	-3	1.0
COC(=O)C1CC(Cl)CN1c1ncc(C(F)(F)F)cc1Cl (stereo not drawn)	-14	7	-15	0	-1.0	0	1	23	-0.3
CN(C(=O)c1coc(=O)c2ccccc12)c1ccccc1Cl	9	10	16	2	1.4	0	1	-4	-0.9
CCC(=Nc1ccccc1)C1=C(O)CC(C)(C)CC1=O	-14	.	3	0	0.2	-3	3	3	0.2
COc1ccc(-c2cn3c(n2)sc2cc(C(=O)Nc4ccc(F)cc4Cl)ccc23)cc1	.	-3	.	4	-0.3	-4	0	-11	0.4
CN1CCn2c1nc(N1CCCCC1)nc2=O	20	-10	-5	6	0.4	3	3	4	0.8
O=C(CN1CCC(NC(=O)c2cccc(F)c2)CC1)NCc1ccccc1F	-10	6	-14	2	-0.5	0	4	-6	-0.3
Cc1ccc(Nc2nc(C)cc(C)n2)c(Br)c1	22	-2	3	-2	-0.3	0	1	6	-0.6
COc1ccc(-c2c(-c3ccc(OC)cc3O)nc(C)nc2C(F)(F)F)cc1	-2	-1	-5	-4	-0.5	-9	0	-6	-0.2
O=C(Nc1ccccn1)c1cccc(S(=O)(=O)N2CCOCC2)c1	-9	-16	4	4	-0.4	3	0	16	0.3
CCc1onc(C)c1C(=O)Nc1ccc(N2CCOCC2)cc1	7	-1	7	-3	-0.9	7	3	-15	2.0
CCn1c(SCc2cccc(C)c2)nnc1-c1ccc(C)cc1	-11	2	3	-3	-0.2	-2	1	-5	0.0
COc1cc(OC)cc(C(=O)NNC(=S)NC(=O)c2cccnc2)c1	-9	-6	-10	-4	-1.2	-4	-1	4	0.1
COc1cccc2cc(C(=O)n3ccc(C)n3)c(=O)oc12	12	-11	-6	5	2.7	-2	6	-1	0.8
O=C(CCCc1nc2ccccc2s1)N1CCN(S(=O)(=O)c2cccs2)CC1	0	0	14	0	-1.0	-5	2	0	-0.6
CC(=O)N1CCN(C(=O)c2oc3ccccc3c2C)CC1	-1	9	1	1	0.6	6	2	-6	-0.1
CN(CCN(C)C(C)(C)C)C(=O)C(c1ccccc1)c1ccccc1	-6	-7	-5	3	-0.2	4	2	9	-0.1
CCOCC(=O)Nc1ccc(S(=O)(=O)Nc2nccs2)cc1	-4	6	5	-3	0.1	8	0	11	0.4
CN(C(=O)c1ccccc1OC1CCN(S(C)(=O)=O)CC1)C1CCOC1 (stereo not drawn)	1	6	13	5	0.0	1	2	-7	0.0

Full records, looked up by structure:
Entry for CCc1onc(C)c1C(=O)Nc1ccc(N2CCOCC2)cc1 → D2 antagonist = 7; RXFP1 antag = -1; D2 potentiator = 7; TRHR enhancer = -3; D2 agonist = -0.9; D1 PAM = 7; D1 ag = 3; D1 antag = -15; TRHR agonist = 2.0
Entry for CN(C(=O)c1ccccc1OC1CCN(S(C)(=O)=O)CC1)C1CCOC1 (stereo not drawn) → D2 antagonist = 1; RXFP1 antag = 6; D2 potentiator = 13; TRHR enhancer = 5; D2 agonist = 0.0; D1 PAM = 1; D1 ag = 2; D1 antag = -7; TRHR agonist = 0.0

Following part.
smiles	D2 antagonist	RXFP1 antag	D2 potentiator	TRHR enhancer	D2 agonist	D1 PAM	D1 ag	D1 antag	TRHR agonist
O=C(Nc1ccc(OCc2ccccc2)cc1)c1cccc([N+](=O)[O-])c1	-22	-32	-3	-7	-0.3	-4	5	-28	-0.8
Clc1ccc(-c2cc3ccccc3nc2N2CCCC2)cc1	-27	-18	1	-5	0.8	6	2	23	-0.1
CCCC(=O)Nc1ccccc1-c1nnn(CC(=O)Nc2ccc(OC)cc2)n1	-8	-2	7	-2	-0.4	-6	2	-13	0.1
COc1ccc(S(=O)(=O)Nc2nc3ccccc3s2)cc1	4	1	-1	-1	0.4	-6	1	1	0.0
C/C(=N\Nc1ccc2nncn2n1)c1ccco1	10	-19	-1	4	10	3	1	6	0.2
CCCCn1c(-c2ccc(Cl)c(Cl)c2)nc2cc3[nH]c(=O)c(C(C)C)nc3cc21	-2	.	10	7	0.4	-11	1	-14	0.2
O=C(COC(=O)C1(c2ccc(F)cc2)CCCC1)N1CCc2ccccc21	-4	-6	5	7	0.7	-2	19	28	1.4
CCOc1ccc(CCNC(=O)CSc2n[nH]c(-c3ccccc3)n2)cc1OCC	.	-8	16	0	-0.7	-3	-1	-9	-0.3
Cc1cc(C)cc(NC(=S)NCCCO)c1	-4	3	8	3	0.3	2	4	9	0.3
CSc1cccc(NC(=O)C2CCCN(S(=O)(=O)c3cnc[nH]3)C2)c1 (stereo not drawn)	31*	.	-19	-2	-0.2	.	0	-16	-0.1
CCc1ccc(N(C(=O)c2csnn2)C(C(=O)NC(C)(C)C)c2cccnc2)cc1 (stereo not drawn)	-15	-3	4	-3	1.7	-1	1	-6	0.8
CCc1ccc(C(=O)NNC(=O)CC2OC(=O)c3ccccc32)cc1 (stereo not drawn)	-22	3	-3	-12	0.0	12	1	-3	0.2
O=C(COc1ccccc1O)NC1CCCC1	2	28	3	22	-1.2	-3	1	-4	-0.2
Cc1cc(SCc2cccc(Cl)c2)nc(=O)[nH]1	.	18	.	-1	.	0	0	-13	-0.4
O=C(COc1ccc2c(c1)OCO2)Nc1nncs1	3	-12	1	27	-0.4	2	2	2	-1.2
Cc1cc(Br)c(OCC(=O)NN)c2c1CCC2	-4	5	-8	-8	0.0	3	0	8	-0.7
N#CC1=C(N)OC2=C(C(=O)CCC2)C1C1CC=CCC1 (stereo not drawn)	8	8	-20	-5	-2.1	-6	3	-21	-1.4
CC(NC(=O)c1ccc(C(C)(C)C)cc1)C(=O)O (stereo not drawn)	-2	7	-12	-5	0.9	3	3	15	0.2
Cc1cc2oc(C(=O)Nc3c(C(=O)Nc4ccccc4)oc4ccccc34)cc(=O)c2cc1C	.	-8	9	3	-1.3	-1	3	-43*	-1.0
CNC(=S)N1N=C2c3ccccc3CCC2C1c1ccccc1Cl (stereo not drawn)	4	10	4	4	-2.6	2	7	7	-1.3

Sorted by length of the SMILES (descending): some entries from above.
smiles	D2 antagonist	RXFP1 antag	D2 potentiator	TRHR enhancer	D2 agonist	D1 PAM	D1 ag	D1 antag	TRHR agonist
CCCCn1c(-c2ccc(Cl)c(Cl)c2)nc2cc3[nH]c(=O)c(C(C)C)nc3cc21	-2	.	10	7	0.4	-11	1	-14	0.2
CCCC(=O)Nc1ccccc1-c1nnn(CC(=O)Nc2ccc(OC)cc2)n1	-8	-2	7	-2	-0.4	-6	2	-13	0.1
Clc1ccc(-c2cc3ccccc3nc2N2CCCC2)cc1	-27	-18	1	-5	0.8	6	2	23	-0.1

Going on with the list:
Key to letters – A = D2 antagonist; B = RXFP1 antag; C = D2 potentiator; D = TRHR enhancer; E = D2 agonist; F = D1 PAM; G = D1 ag; H = D1 antag; I = TRHR agonist
Cc1cc(C)cc(OCC(=O)OCC(=O)c2cc(C)n(C3CC3)c2C)c1
  A = -6 | B = 1 | C = -1 | D = 12 | E = -1.1 | F = -7 | G = 5 | H = -30* | I = -0.4

CCOc1ccc(-c2[nH]ncc2Oc2cccc(OC)c2)c(O)c1
  A = . | B = 3 | C = . | D = 1 | E = . | F = 0 | G = 0 | H = -14 | I = -1.4

CC1CC(C)(C)NC(=S)N1CCC(=O)NCc1ccc(Cl)cc1 (stereo not drawn)
  A = 0 | B = -16 | C = 3 | D = -2 | E = 0.4 | F = 1 | G = -1 | H = -5 | I = -0.2

Cn1cnc(S(=O)(=O)N2CCC(C(=O)N3CCN(c4ccc(Cl)cc4)CC3)CC2)c1
  A = . | B = 3 | C = -2 | D = 0 | E = -0.7 | F = 1 | G = 0 | H = 8 | I = 1.1

COC(=O)c1ccc(OCC2c3cc(OC)c(OC)cc3CCN2C(=O)Cc2ccc(OC)c(OC)c2)cc1 (stereo not drawn)
  A = . | B = . | C = -10 | D = -2 | E = 0.1 | F = 0 | G = -2 | H = -15 | I = -0.4

CCOc1ccccc1NC(=S)N1CCC(NC(=O)c2ccco2)CC1
  A = 18 | B = -1 | C = 10 | D = 12 | E = -0.1 | F = -3 | G = 0 | H = 4 | I = 1.0

CCCCn1c(=N)n(CC(=O)c2ccc([N+](=O)[O-])cc2)c2ccccc21
  A = 26 | B = . | C = -6 | D = -2 | E = 1.2 | F = -3 | G = 2 | H = 0 | I = 0.3

CC(C)Oc1ccc(C(=O)N(Cc2ccco2)c2ccccn2)cc1
  A = . | B = . | C = -15 | D = -2 | E = . | F = 0 | G = 4 | H = -1 | I = -0.2

COc1ccc(/C=N\NC(=O)c2ccc(F)cc2)cc1COc1ccccc1C(N)=O
  A = -29 | B = -14 | C = -5 | D = 3 | E = 0.1 | F = -6 | G = 0 | H = 6 | I = 0.7

CCCCC(CCC(=O)Nc1cc([N+](=O)[O-])ccc1O)C(=O)O (stereo not drawn)
  A = -11 | B = -16 | C = -3 | D = -15 | E = 0.1 | F = -3 | G = 3 | H = 8 | I = -0.3

(listing goes on)
Key to letters – A = D2 antagonist; B = RXFP1 antag; C = D2 potentiator; D = TRHR enhancer; E = D2 agonist; F = D1 PAM; G = D1 ag; H = D1 antag; I = TRHR agonist
Fc1ccccc1CSc1nncn1NCc1cccs1
  A = -14 | B = 10 | C = 1 | D = -2 | E = 0.1 | F = 6 | G = 0 | H = -19 | I = -0.1

Cc1ccc(NC(=O)C2COc3ccccc3O2)cc1S(=O)(=O)N1CCOCC1 (stereo not drawn)
  A = -7 | B = 0 | C = 8 | D = -4 | E = -1.8 | F = 5 | G = 2 | H = -2 | I = -0.2

COc1ccccc1-c1cc(C(=O)Nc2c(C)nn(Cc3ccc(Cl)cc3)c2C)no1
  A = . | B = ? | C = -7 | D = -5 | E = 0.9 | F = -1 | G = 2 | H = -16 | I = 0.3

O=C(CCN1C(=O)C2C3CCC(C3)C2C1=O)OCC(=O)c1ccc(Br)cc1 (stereo not drawn)
  A = 5 | B = 7 | C = 0 | D = -9 | E = 0.4 | F = -2 | G = 11 | H = -31* | I = 0.4

Cc1nn(C)cc1C(N)=O
  A = -8 | B = 4 | C = -4 | D = -9 | E = 0.8 | F = -3 | G = 8 | H = -16 | I = 0.6

COc1ccc(Nc2cc(=O)n(-c3ccccc3)c3c2c(=O)n(C)c(=O)n3C)cc1
  A = -7 | B = -21 | C = 0 | D = -12 | E = 0.3 | F = -2 | G = 3 | H = -16 | I = -0.1

O=c1[nH]c2ccc(S(=O)(=O)N3CCN(c4ccccc4F)CC3)cc2s1
  A = . | B = 2 | C = . | D = -3 | E = . | F = -1 | G = 4 | H = -8 | I = 0.0

O=C(c1ccc(Cl)c([N+](=O)[O-])c1)N(Cc1ccccc1)C1CCS(=O)(=O)C1 (stereo not drawn)
  A = 8 | B = . | C = 0 | D = 3 | E = -1.5 | F = -6 | G = 0 | H = 7 | I = -1.0
